Source: PubChem BioAssay
Runt-CBFb FRET – inhibitors of human RUNX1 Runt domain binding to CBFb; Q01196+Q13951; Cerulean-Runt/Venus-CBFb FRET ratio 530/480, 1 h; inhibition, % at 20 µM; actives 0.46% (n = 220,000); AID 1496;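 active = inhibition over about 50% at 20 µM in the single-dose screen, limit read from the data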;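 also: 0% = DMSO wells and 100% = excess unlabeled CBFb competitor control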
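System: Cerulean-labeled Runt domain protein | Quantity: 100 nM of each labeled protein | Schedule: 1 h compound exposure, room temperature | Detection: Fluorescence energy transfer, 422 nm excitation, 530/480 nm emission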
NCF1 inh – inhibitors of human p47phox binding. p47phox/p22phox peptide binding, fluorescence polarization, 2 h. inhibition, % at 24.7 µM. actives 0.53% (n = 220,000). AID 1274;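 active = inhibition above about 30%, limit read from the data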;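 also: 0% = p47phox with labelled peptide and 100% = labelled peptide alone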
Furin inhibitor – inhibitors of human furin; P09958; purified furin, fluorogenic substrate cleavage; inhibition, % at 30 µM; actives 0.061% (n = 220,000); AID 463115; in the data active = inhibition above about 25%; also: inactives centre near -15
RBBP9 inhibitor – human RBBP9 hydrolase inhibition. O75884. recombinant RBBP9, FP-Rh probe fluorescence polarization. actives 0.2% (n = 220,000). AID 1515. inhibition, % at 7.94 µM;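 active = inhibition above the campaign mean of all tested compounds plus 3 SD, cut at about 14% in these data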;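 also: plate controls were DMSO wells with RBBP9 for no effect and wells lacking RBBP9 protein for full effect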
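system = RBBP9 protein | input = RBBP9 at 2.5 µM in dispensed solution, before mixing | measured by = fluorescence polarization (mP), excitation 525 nm, emission 598 nm | incubation = enzyme-compound preincubation 30 min, then probe labeling 45 min, 25 °C | buffer or medium = Tris-NaCl-Pluronic buffer, pH 8.0 | compound = single dose 7.94 µM | also added = FP-Rh probe, 375 nM dispensing solution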
TbHK1 inh – blocks Trypanosoma brucei hexokinase 1 activity. recombinant TbHK1, G6PDH-coupled NADH A340. actives 0.11% (n = 220,000). AID 1430. inhibition, % at 10 µM;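 active = inhibition of 50% or more in the single-dose primary screen; inactive = inhibition below 50%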
Calpain2 inh – blocks pig calpain II enzyme activity | inhibition, % at 16 µM | actives 0.37% (n = 220,000) | purified calpain II, fluorogenic peptide substrate, 30 min | AID 1236;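 active = inhibition above about 50%, limit read from the data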
Runt-SMMHC FRET – Runt domain-CBFb-SMMHC interaction inhibition | Cerulean-Runt/Venus-CBFb-SMMHC FRET ratio 530/480, 1 h | inhibition, % at 20 µM | actives 0.74% (n = 220,000) | AID 1434;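 active = mean inhibition across duplicate retests at 20 µM reaching about 50%, limit read from the data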;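 also: 0% = DMSO wells and 100% = wells with excess untagged CBFb-SMMHC; inhibitors lower the FRET ratio by blocking Runt binding to CBFb-SMMHC; some results filed as inactive read as strong as hits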
EBV gp42 inh – inhibitors of Epstein-Barr virus glycoprotein 42; Q1HVG2; Fluorescence polarization binding assay, mP read-out; inhibition, % (tested at 21.74 µM); actives 0.42% (n = 220,000); in the data active = inhibition above about 50%
Target sequence (Q1HVG2 whole entry, looked up): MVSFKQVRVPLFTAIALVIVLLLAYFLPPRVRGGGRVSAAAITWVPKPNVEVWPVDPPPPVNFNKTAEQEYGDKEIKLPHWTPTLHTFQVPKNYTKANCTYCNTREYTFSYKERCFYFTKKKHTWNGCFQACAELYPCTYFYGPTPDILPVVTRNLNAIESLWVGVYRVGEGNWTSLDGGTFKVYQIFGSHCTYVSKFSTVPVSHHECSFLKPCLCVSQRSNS
p97 ATPase inh – blocks human p97 ATPase activity | recombinant p97 ATPase, Kinase-Glo ATP luminescence, 3 h | P55072 | inhibition, % at 8 µM | actives 0.42% (n = 220,000); in the data active = inhibition above about 15%;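 also: 0% = DMSO vehicle and 100% = wells lacking enzyme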
Target sequence (P55072 whole entry, looked up): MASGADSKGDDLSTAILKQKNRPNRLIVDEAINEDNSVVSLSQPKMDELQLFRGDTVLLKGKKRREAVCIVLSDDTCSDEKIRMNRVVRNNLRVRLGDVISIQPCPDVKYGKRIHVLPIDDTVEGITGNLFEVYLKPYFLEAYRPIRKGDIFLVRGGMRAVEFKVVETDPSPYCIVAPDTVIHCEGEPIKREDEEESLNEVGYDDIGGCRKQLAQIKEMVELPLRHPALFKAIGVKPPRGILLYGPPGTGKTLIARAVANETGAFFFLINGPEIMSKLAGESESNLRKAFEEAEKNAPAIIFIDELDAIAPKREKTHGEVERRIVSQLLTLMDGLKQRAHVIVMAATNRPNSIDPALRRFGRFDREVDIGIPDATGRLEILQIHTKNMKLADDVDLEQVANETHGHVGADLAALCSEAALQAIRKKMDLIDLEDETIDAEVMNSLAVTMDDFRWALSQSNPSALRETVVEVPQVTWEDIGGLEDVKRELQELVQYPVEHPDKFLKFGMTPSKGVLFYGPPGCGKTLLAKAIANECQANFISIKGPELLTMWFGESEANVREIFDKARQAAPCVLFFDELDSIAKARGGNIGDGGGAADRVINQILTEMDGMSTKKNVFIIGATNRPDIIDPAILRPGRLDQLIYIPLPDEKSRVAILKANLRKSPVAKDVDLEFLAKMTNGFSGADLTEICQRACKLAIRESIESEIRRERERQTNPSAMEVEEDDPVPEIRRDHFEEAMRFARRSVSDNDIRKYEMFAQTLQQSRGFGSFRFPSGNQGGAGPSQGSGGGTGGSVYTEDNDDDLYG
* marks the source's active call; other numbers are inactive results; i = inactive; x = not tested or not shown; [ ] = another dose, or the depositor's remark. This is a random part of the collection. About 2.7% of those tested had a hit in this group.

Runt-CBFb FRET,NCF1 inh,Furin inhibitor,RBBP9 inhibitor,TbHK1 inh,Calpain2 inh,Runt-SMMHC FRET,EBV gp42 inh,p97 ATPase inh,Structure
-8,-7,-18,-2,0,7,-20,-18,-4,CCOC(=O)CSc1nc2cc(C)ccc2cc1C#N
-3,0,-10,0,2,33,2,-10,-5,CCCS(=O)(=O)N1CCC(CCOc2ccccc2)(C(=O)OCC)CC1
0,-10,-13[20 µM],-8,-3,-5,3,-20,-2,C=CCn1c(CC(=O)Nc2cccc(OC)c2)nnc1SCC(=O)NC1CCCCC1
-4,-14,-13,-6,32,-2,-2,-40,1,CC(=O)C(/C=N/c1cc(-c2ccc(C)cc2)nn1-c1ccccc1)=C(\C)O
-1,0,-23,8,-3,-12,-3,-5,9,O=c1c2ccccc2c2ccccc2c(=O)n1-c1ccccc1
2,2,-16,7,2,4,1,-2,-2,NC(=S)NNC(=O)C12CC3CC(CC(C3)C1)C2
x,2,-17[20 µM],-3,1,21,3,-1,1,Cc1cc(=O)oc(C)c1C(=O)Nc1ccc(Cl)cn1
3,-25,-8,-2,-38,-129,12,-5,2,CCc1cc(C(=O)Cc2nc3ccccc3[nH]2)c(O)cc1O
8,0,-25,-6,1,0,1,-5,0,Cc1ccc(NC(=S)NNC(=O)Nc2ccccc2)cc1
-1,-14,-15,-6,13,-16,-4,2,-2,Cc1ccc(C)c(SCC(=O)OCC(=O)c2ccco2)c1
2,-10,-8,-3,-14,-4,-3,-8,-14,O=C(Nc1ccc([N+](=O)[O-])cc1)C(=O)Nc1cccc(C(=O)O)c1
4,-22,-17,2,-18,1,-6,-15,5,O=C(Nc1nc(-c2ccccn2)cs1)c1ccc(Cl)s1
-2,-3,-15,-2,-1,5,2,-11,1,COc1cc(C(=O)NC(C)Cc2cccs2)cc(OC)c1OC (stereo not given)
-1,-7,-18,-6,1,6,2,0,1,CC(=O)[C@@]1(O)CC[C@H]2[C@@H]3CCC4=CC(=O)CC[C@]4(C)[C@H]3CC[C@@]21C
0,2,-6,-10,-6,7,1,7,-1,COc1ccc(Nc2ccccc2C(=O)O)cc1
4,-6,-25[20 µM],-1,-4,7,0,-15,5,COc1cc(CN2CCC(C(=O)NC3CCCC3)CC2)ccc1O
4,-14,-4,6,-5,-17,4,-12,5,COc1ccccc1OCC(=O)Nc1ccc(S(=O)(=O)NC(C)=O)cc1
-1,-13,-22[20 µM],-5,1,-15,-2,-5,1,O=C(COc1ccccc1)NC1CCN(Cc2ccccc2)CC1
x,x,-15[20 µM],1,2,x,x,x,5,CCCc1cc(=O)oc2c(C)c(OS(C)(=O)=O)ccc12
-2,-1,-15,-3,-9,17,-3,4,-3,O=S(=O)(c1ccc(F)cc1)N1CCCN(c2nccc(C(F)(F)F)n2)CC1
-1,-17,-17[20 µM],8,-7,-21,-3,5,1,CCCc1[nH]nc2c1C(c1ccc(OC)c(CSC3=NCCS3)c1)C(C#N)=C(N)O2 (stereo not given)
6,-7,-23,-4,5,-14,7,9,2,O=C1CC(c2cccc(F)c2)C2=C(CCCC2=O)N1 (stereo not given)
0,4,-15,-9,2,-11,1,2,-4,O=C(O)c1ccc(Cl)c(S(=O)(=O)N2CCCCCC2)c1
-7,-23,-34,-7,-22,-90,1,-14,5,COc1cc2cc(CN(Cc3cccs3)C(=S)Nc3ccccc3)c(=O)[nH]c2cc1OC
14,-10,4,-9,-37,-7,4,-14,4,CN(C)/C=C1\NC(=S)N(c2ccccc2)C1=O
0,0,-19,-1,-7,-4,0,-23,3,Nc1ccccc1NC1=CC(=O)CC(c2ccccc2)C1 (stereo not given)
1,-3,1,-8,0,1,2,2,-4,CC(CC(=O)O)CC(=O)Nc1cc(C(F)(F)F)cc(C(F)(F)F)c1 (stereo not given)
6,-30,-24,-6,0,-7,5,11,-2,Cc1ccc(NC(=O)CN2C(=O)S/C(=C\c3cc(C)n(-c4ccc(C(=O)O)cc4)c3C)C2=O)cc1
2,-6,-13,0,1,11,-7,-15,-1,OCCC1CN(Cc2cccn2-c2cccnc2)CCN1Cc1ccccc1 (stereo not given)
-2,4,-10,3,-22,6,-2,-20,10,CC12CCC(C(=O)NNc3ccc([N+](=O)[O-])cc3)(CC1=O)C2(C)C (stereo not given)
1,6,-12,-2,-10,-20,-7,1,5,COC(=O)C1CCN(C2=C(NS(=O)(=O)c3ccc(Cl)cc3)C(=O)c3ccccc3C2=O)CC1
2,-18,-10,-12,5,10,2,-12,-6,COc1ccccc1CC(=O)NCc1nn(-c2ccccc2)nc1C
2,6,-16,0,7,-4,-1,0,-2,CC(=O)N1CCN(c2c(F)c(F)c(C(F)(F)F)c(F)c2F)CC1
-2,-2,-15,-10,42,i,0,-16,-3,COc1ccc2c(C)c(C(=O)NCC(C)O)oc2c1OC (stereo not given)
-2,-78,-19,-8,-11,-73,4,-10,2,CON(C)S(=O)(=O)c1ccc2c(c1)N(Cc1ccc(C)cc1)C(=O)C1CCCN21 (stereo not given)
-4,-9,0,7,2,-10,-4,6,-5,CC1CCN(C(=O)C2CCN(C(=O)c3cc4sccc4n3Cc3ccc(F)cc3)CC2)CC1
1,3,-20,-6,3,33,3,6,-2,O=C1NN=C(c2ccc(Br)cc2)CC1c1ccc(Cl)cc1 (stereo not given)
-1,-7,8,1,-41,-9,0,-4,11,CCn1c(C)csc1=NC(=O)c1ccccc1O
3,7,-6,-8,5,29,-4,2,-11,O=C(CNC(=S)NC(=O)c1ccco1)c1ccccc1
0,3,-12[20 µM],-3,1,8,0,1,5,CC(C)(C)OC(=O)N1CCCC1C(=O)N1CCCC1C(=O)N1CCCC1C(=O)O (stereo not given)
-2,-5,-18,1,8,-9,10,-1,1,NCC(c1ccccc1)(c1ccccc1)c1ccccc1
0,-10,-15,-8,4,-20,2,3,1,O=C(Cc1c(C(=O)O)[nH]c2ccccc12)Nc1ccc2c(c1)OCO2
15,2,-8,4,-7,20,10,-21,0,CCn1c(CCCc2ccc(OC)c(C)c2)n[nH]c1=S
3,-17,-8,-4,2,13,3,-3,0,COc1ccc(OC)c(C(=O)c2ccc(C(=O)Nc3ccccc3)cc2)c1
-2,-5,-22,1,5,-6,0,-25,3,COCC1CCCCN1Cc1cn(-c2ccccc2)nc1-c1ccc2c(c1)OCO2 (stereo not given)
2,-18,-14,-8,-5,-22,-3,-4,1,Cc1cc(NC(=O)CSc2nnc(-c3ccccc3)n2C)no1
1,-8,-18[20 µM],-5,0,-11,-3,-4,6,CC(=O)Nc1ccc2c(c1)CCC2=O
-3,-2,-24,-1,2,20,-2,-18,3,Cc1cc(C)n(CC(=O)n2c3ccccc3c3ccccc32)n1
1,-9,-12[20 µM],-6,-5,-18,1,9,-1,CNC(=O)CN(c1cc(C)ccc1OC)S(=O)(=O)c1ccc(C)cc1
-2,1,-25[20 µM],-12,5,20,-2,2,4,C/C=C(\C)CN1CCN(c2ccccc2)CC1

Quoted at random: 6 entries already listed.
Runt-CBFb FRET,NCF1 inh,Furin inhibitor,RBBP9 inhibitor,TbHK1 inh,Calpain2 inh,Runt-SMMHC FRET,EBV gp42 inh,p97 ATPase inh,Structure
2,-6,-13,0,1,11,-7,-15,-1,OCCC1CN(Cc2cccn2-c2cccnc2)CCN1Cc1ccccc1 (stereo not given)
1,3,-20,-6,3,33,3,6,-2,O=C1NN=C(c2ccc(Br)cc2)CC1c1ccc(Cl)cc1 (stereo not given)
-3,-2,-24,-1,2,20,-2,-18,3,Cc1cc(C)n(CC(=O)n2c3ccccc3c3ccccc32)n1
6,-30,-24,-6,0,-7,5,11,-2,Cc1ccc(NC(=O)CN2C(=O)S/C(=C\c3cc(C)n(-c4ccc(C(=O)O)cc4)c3C)C2=O)cc1
15,2,-8,4,-7,20,10,-21,0,CCn1c(CCCc2ccc(OC)c(C)c2)n[nH]c1=S
1,-9,-12[20 µM],-6,-5,-18,1,9,-1,CNC(=O)CN(c1cc(C)ccc1OC)S(=O)(=O)c1ccc(C)cc1

Back to the main list, repeating the 3 entries before the break.
Runt-CBFb FRET,NCF1 inh,Furin inhibitor,RBBP9 inhibitor,TbHK1 inh,Calpain2 inh,Runt-SMMHC FRET,EBV gp42 inh,p97 ATPase inh,Structure
-3,-2,-24,-1,2,20,-2,-18,3,Cc1cc(C)n(CC(=O)n2c3ccccc3c3ccccc32)n1
1,-9,-12[20 µM],-6,-5,-18,1,9,-1,CNC(=O)CN(c1cc(C)ccc1OC)S(=O)(=O)c1ccc(C)cc1
-2,1,-25[20 µM],-12,5,20,-2,2,4,C/C=C(\C)CN1CCN(c2ccccc2)CC1
-2,-7,-24,1,9,20,1,-25,2,O=C(c1cc(=O)c2ccccc2o1)N1CCCc2ccccc21
-2,-1,2,-5,-11,19,-4,1,7,COc1ccc(-c2nnn(CC(=O)N(Cc3cccs3)C(C)C(=O)NC3CCCC3)n2)cc1OC (stereo not given)
0,-2,-5,-5,1,-34,-1,1,3,CN(C)CCCN(C(=O)c1ccco1)c1nc2c(F)cccc2s1
-1,-10,2,0,-19,-11,-14,13,3,CC(Nc1cccc2ccccc12)C(=O)N/N=C/c1ccc([N+](=O)[O-])cc1 (stereo not given)
0,-5,-16,-1,0,22,2,-6,-4,C=CCNC(=O)c1ccccc1NC(=O)Cc1ccccc1[N+](=O)[O-]
2,-2,-14,-2,-15,-3,0,-11,-1,Cc1cc(C(=O)OCC(=O)Nc2ccccc2[N+](=O)[O-])c2ccccc2n1
0,-28,-21[20 µM],-6,8,-19,-2,-15,2,CN1CCC(C2(O)c3ccccc3CSc3sccc32)CC1 (stereo not given)
3,-2,-24,0,-4,-29,2,-7,0,c1ccc(-c2ccc(SCc3cccnc3)nn2)nc1
4,-13,-15[20 µM],-6,3,-51,-50,-3,-1,COc1ccc(N(CC(=O)N/N=C/c2ccco2)S(=O)(=O)c2ccccc2)cc1
-1,6,7,-13,-60,1,-1,-4,-1,O=c1[nH]ncc(N/N=C\c2ccncc2)c1Cl
x,-7,-12,-4,-8,-15,x,-14,-5,COc1ccc(C(C(=O)NCC2CCCO2)N(C(=O)CNC(=O)c2cccs2)c2ccccc2C)cc1OC (stereo not given)
1,0,4,-11,2,13,3,1,-16,CC(Cc1ccccc1)NC(=O)c1cc([N+](=O)[O-])ccc1Cl (stereo not given)
2,-12,4[20 µM],-12,11,-36,-9,-5,-4,COC(=O)CNC(=O)c1ccc(C)s1
x,-2,-17[20 µM],1,11,27,1,-4,-1,OCCN(Cc1ccccc1)Cc1ccc(Cl)cc1Cl
1,-6,-9,-2,-8,10,-2,-17,5,Cn1c(Cc2nc(-c3cnccn3)no2)nnc1SCC(=O)Nc1ccccc1
x,-17,-11[20 µM],1,-10,21,-10,-23,2,COC(=O)c1sccc1NC(=O)c1ccc(C)o1
39,-89,-23,-5,-5,-20,-19,-7,7,CCCN1C(=O)/C(=C\C=C2/Sc3ccccc3N2CCO)SC1=S
7,-1,-7,-3,-4,3,24,1,-4,Cc1ccc(NC(=O)Cc2nc(CCl)cs2)cc1
2,0,-13,-5,-13,-7,4,-2,-5,O=C(Nc1ccccc1N1CCN(C(=O)c2ccc(Cl)cc2)CC1)c1cccnc1
